# Vif imaging: HIV Vif self-association inhibitors, primary screen, imaging, HEK293T, single point | HEK293T cells, Vif self-association by quenched fluorescence, 24 h | inhibition, % at 7.49 µM | hit rate 0.35% among 340,000 | AID 602346, 2012; in the data active = inhibition above about 50%, passing the limit was not always enough; inconclusive = no clear call, values can overlap the other calls; inactive = below about 31%; note: some results filed as inactive read as strong as hits
# Cardio protect: cardioprotection against H2O2-induced cell death, primary screen, uHTS, H9c2 cells, ATPLite luminescence; H9c2 cardiomyocytes, H2O2 injury protection, 2 h; protection from H2O2 cell death, % at 20 µM; hit rate 0.63% among 360,000; AID 588492, 2011;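 active = compounds giving at least 50% protection of heart cells from peroxide-induced death in the single-dose screen, raw or plate-pattern-corrected value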;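 note: 0% = DMSO wells with peroxide and 100% = DMSO wells without peroxide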
# aDG glyco up: activators of alpha-DG glycosylation, primary screen, uHTS, Pro5-aDG cells, AlphaScreen; alpha-DG glycosylation AlphaScreen (IIH6); 0% Pro5, 100% B10-LARGE cell signal; activation, % at 10 µM; hit rate 0.22% among 360,000; AID 624168, 2012;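 active = activation of at least 8% versus controls, or a plate z-score of at least 8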;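 note: Pro5 are CHO cells carrying HIG-tagged alpha-DG that lacks glycosylation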
# N-glyco inh: increase of ERlucT glycosylation luciferase signal, primary screen, N-linked glycosylation inhibitor project, D54 ERlucT cells, luminescence, set 2; D54 ERlucT glycosylation luciferase reporter, 24 h; percent of 100 nM tunicamycin response; reporter increase, % at 12.5 µM; hit rate 0.23% among 360,000; AID 588692, 2011;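 active = mean luciferase reporter signal, scaled so untreated is 0 and the glycosylation-blocking control 100, at or above a set limit in every replicate; inconclusive = mean reaches the limit but not every replicate does; inactive = mean below the limit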;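 note: luciferase carries N-glycosylation sites so blocking glycosylation raises the light; 0% = median of neutral control wells and 100% = median of 100 nM tunicamycin wells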
# HTR2A ag: mouse Htr2a agonists via beta-arrestin recruitment, primary screen, cell-based, luminescence | 5-hydroxytryptamine receptor 2A (Mus musculus), P35363 | CHO-K1 mHTR2A beta-arrestin complementation; percent of 30 µM serotonin response | activation, % at 7.6 µM | hit rate 0.66% among 360,000;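 active = activation above a run cutoff, the mean activation of all tested compounds plus 3 SD, cut at about 14% in these data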;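 note: 0% = plate median of compound wells and 100% = 30 µM serotonin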
# Target sequence (P35363 whole entry, looked up): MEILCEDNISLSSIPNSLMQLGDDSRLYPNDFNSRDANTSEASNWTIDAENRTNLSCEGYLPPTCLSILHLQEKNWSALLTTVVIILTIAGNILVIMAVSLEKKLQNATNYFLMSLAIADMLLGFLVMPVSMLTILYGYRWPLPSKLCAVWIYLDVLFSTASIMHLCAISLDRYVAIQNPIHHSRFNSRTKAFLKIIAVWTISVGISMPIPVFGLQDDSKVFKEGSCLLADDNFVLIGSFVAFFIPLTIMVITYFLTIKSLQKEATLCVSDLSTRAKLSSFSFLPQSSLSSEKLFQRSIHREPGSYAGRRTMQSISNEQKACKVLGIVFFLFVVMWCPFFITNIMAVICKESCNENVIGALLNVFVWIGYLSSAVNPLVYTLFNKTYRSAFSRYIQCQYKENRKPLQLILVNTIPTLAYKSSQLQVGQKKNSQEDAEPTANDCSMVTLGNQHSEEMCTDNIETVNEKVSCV
# CaV13 FRET inh: Disruptors of the CACNA1D IQ motif to Ca2+-dependent inactivation inhibitor domain association, primary screening, Förster resonance energy transfer in intact living …; hit rate 0.098% among 340,000; inhibition, % at 12.3 µM; AID 743397; HEK cells, CFP/YFP FRET ICDI-IQ, plate reader, 10 min; percent FRET-ratio fall versus neutral wells;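 active = mean replicate inhibition of at least 30% and at least 1% of replicates passing that level; inconclusive = only one of the two criteria is met; inactive = neither criterion is met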;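 note: 0% = median of the neutral control wells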
# MC4R ag barr: MC4R agonists recruiting beta-arrestin, primary screen, cell-based, luminescence, agonist arm of biased-ligand search. U2OS MC4R beta-arrestin complementation; percent of melanotan II response, DMSO zero. activation, % at 8.9 µM. hit rate 0.98% among 360,000;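 active = activation above a per-plate cutoff, the mean activation of sample wells on that plate plus 3 SD, cut at about 8% in these data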
# MC4R antagonist: MC4R antagonists of cAMP signaling, primary screen, cell-based, TR-FRET, antagonist arm of biased-ligand search | Melanocortin receptor 4 (Homo sapiens), P32245 | MC4R-expressing cells, MTII-stimulated cAMP, LANCE TR-FRET | inhibition, % at 6.5 µM | hit rate 0.48% among 360,000;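 active = inhibition above its plate's cutoff, the mean of tested wells on that plate plus 3 SD, cut at about 29% in these data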;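 note: 0% = Melanotan II alone and 100% = Melanotan II plus saturating MCL0020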
#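 Assay system: U2OS cells stably expressing human melanocortin 4 receptor (MC4R) / Dosing: 6.5 µM / Timing: compound 30 min, challenge 1 h, detection 1 h / Measured by: Eu-cAMP/anti-cAMP TR-FRET, emission 671 nm / Replicates: singlicate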
# ABCB6 inh MLPCN: ABCB6 transporter inhibitors, primary screen, K562-ABCB6 cells, flow cytometry, MLPCN library; ATP-binding cassette sub-family B member 6 (Homo sapiens), Q9NP58; K562-ABCB6 porphyrin accumulation, 1 h; active compounds read low; fluorescence ratio to DMSO, % at 10 µM; hit rate 0.19% among 360,000; AID 602162, 2011;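 active = fluorescence ratio to DMSO below 75%, the collection mean minus 3 SD; inconclusive = too few cells collected in the well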;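 note: signal is porphyrin accumulated inside mitochondria; 100% equals median channel fluorescence of DMSO control wells; lower ratio means ABCB6 inhibition with less porphyrin fluorescence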
# PDI turbidity: inhibitors of human PDI, primary screen, biochemical, turbidity, single point, plate reader; PDI insulin aggregation turbidity, A650, 90 min; inhibition, % at 10 µM; hit rate 0.052% among 350,000; AID 588391, 2011; Protein disulfide-isomerase (Homo sapiens), P07237;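 active = mean inhibition across replicates of 30% or more, whatever share of single replicates reach that level; inconclusive = mean inhibition below 30% while every single replicate reaches 30%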;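 note: absorbance from insulin aggregation driven by PDI reduction with DTT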
# Target sequence (P07237 whole entry, looked up): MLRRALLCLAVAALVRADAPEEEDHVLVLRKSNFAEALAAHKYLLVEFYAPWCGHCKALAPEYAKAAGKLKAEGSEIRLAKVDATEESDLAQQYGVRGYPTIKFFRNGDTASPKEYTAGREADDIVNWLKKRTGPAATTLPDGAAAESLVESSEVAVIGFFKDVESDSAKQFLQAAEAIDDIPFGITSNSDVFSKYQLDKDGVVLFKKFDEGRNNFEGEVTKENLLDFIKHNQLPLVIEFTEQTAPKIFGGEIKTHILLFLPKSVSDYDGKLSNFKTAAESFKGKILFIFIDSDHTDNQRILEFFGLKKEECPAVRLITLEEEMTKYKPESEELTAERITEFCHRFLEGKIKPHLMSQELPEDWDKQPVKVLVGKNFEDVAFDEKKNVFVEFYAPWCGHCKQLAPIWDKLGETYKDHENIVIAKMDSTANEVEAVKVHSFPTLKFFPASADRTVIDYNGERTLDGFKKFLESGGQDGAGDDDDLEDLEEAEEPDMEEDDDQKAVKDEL
# Active calls of the source: *; ? = inconclusive; · = not tested or not shown. Outcome played no part in choosing rows, and some 3.6% of all compounds hit somewhere here.
SMILES,Vif imaging,Cardio protect,aDG glyco up,N-glyco inh,HTR2A ag,CaV13 FRET inh,MC4R ag barr,MC4R antagonist,ABCB6 inh MLPCN,PDI turbidity
CC(NC(=O)c1ccc(NC(=O)c2ccco2)cc1)c1ccccc1 (configuration not stated),·,1,0.2,-4,-4,-3,-1.1,8,99,-3
COCCNCC(=O)Nc1ccccc1Sc1ccccc1,8,-5,0.2,1,-6,-4,-4.7,12,96,5
Cc1ccc(C)c(N(Cc2ccccc2F)S(C)(=O)=O)c1,-8,-1,-0.1,0,2,-4,-0.7,11,96,4
CC(C)(C)c1ccc(CC(=O)N2CCC2(C)C(=O)NS(=O)(=O)c2ccccc2)cc1 (configuration not stated),1,0,-0.4,1,2,-5,-0.1,-1,?,0
O=C(CCN1C(=O)/C(=C/c2cccs2)SC1=S)NC1=NCCS1,-3,-10,-0.1,2,2,-5,0.6,0,92,5
CCc1c(C#N)c(SCCC(=O)Nc2ccc(OC)cc2)nc2c1C(=O)CC(C)(C)C2,-16,-7,0.3,1,-3,-5,-9.9,8,105,4
Nc1nc(Cl)nc2ccc(Br)cc12,-5,-9,-0.5,-10,4,-6,1.1,2,108,-5
CCOC(=O)c1cnc(Cc2ccccc2)[nH]c1=O,-2,8,-0.1,1,-3,-20,-2.4,-6,98,-7
Cc1ccccc1CC1(CO)CCCN(C(=O)c2cccc(Cl)c2)C1 (configuration not stated),11,13,-0.2,1,3,3,1.3,-3,100,-9
COCC(C)n1c(SCc2nc3ccccc3c(=O)[nH]2)nc2ccccc2c1=O (configuration not stated),0,8,-0.1,-9,2,-3,-1.9,2,99,-1
Cn1c(=O)c2c(nc(Oc3ccc4c(c3)OCO4)n2Cc2ccc(F)cc2)n(C)c1=O,8,0,4.3,-5,3,-4,-2.0,8,96,1
CCOC(=O)C1=C(C)N(c2ccccc2)C(=O)C1CC(=O)O (configuration not stated),6,1,-0.2,-2,3,-5,2.2,3,93,4
O=C(CSc1nnc(COc2ccc(Cl)cc2)o1)NC1CC2CCC1C2 (configuration not stated),0,-3,0.0,-3,3,-3,-1.1,-3,96,-6
CC(C)(C)OC(=O)N/N=C\c1cccnc1,1,-19,0.2,3,0,-2,0.4,1,94,15
Cc1cc(C)c2[nH]c(=O)c(CN(CC3CCCO3)C(=O)C3CCCO3)cc2c1 (configuration not stated),4,3,0.2,-1,-1,·,0.2,10,120,3
COC(=O)c1cn(CCOc2ccccc2)c2ccccc12,-2,-8,0.5,-3,-5,-2,0.0,-2,99,-3
C=CC[C@@H](CC(=O)NCCO)C(=O)NC[C@H](OC(=O)[C@@H](CC=C)CC(=O)OC(C)(C)C)c1ccccc1,-3,-1,0.0,-1,5,-5,-0.2,-2,99,7
O=C(Oc1ccccc1)c1cc2ccccc2o1,-3,0,0.0,-2,0,-5,-0.8,5,98,0
Cc1ccc(C(C)C)c(OCc2nnc3n2CCCCC3)c1,5,5,0.2,1,0,-4,2.2,9,90,-6
COc1cc(/C=C/c2nc3ccccc3s2)cc(OC)c1O,2,5,-0.4,1,4,-65,-1.3,5,107,-5
CN1C(=O)c2cccc(NC(=O)CCc3ccccc3)c2C1=O,0,13,-0.2,-1,-4,-7,-0.2,7,95,0
COc1ccc(NC(=O)N2CCCC(C(=O)Nc3ccccc3OC)C2)cc1 (configuration not stated),16,4,0.2,1,2,-4,-0.8,10,95,-3
Cc1cccc(OCCCn2c(=O)oc3ccc(C)cc32)c1,2,-9,0.4,-4,-4,-5,1.3,4,93,1
O=C(CSc1nnc(CNC(=O)c2c(F)cccc2F)o1)c1ccccc1,-5,4,-0.2,1,8,-6,1.9,3,89,15
CC1=CC(C)(C)N2C(=O)C(=O)c3cc(OC(=O)c4ccco4)cc1c32,-7,-10,-0.3,11,-1,7,-0.1,-14,105,-9
C/C(=N\NC(=O)C1(C)CC1(Br)Br)c1ccc(NC(=O)c2ccc(C)o2)cc1 (configuration not stated),1,18,-0.2,-3,-3,-8,-1.1,-6,97,-13
Cc1c(CCC(=O)N[C@@H](CCCNC(N)=O)C(=O)O)c(=O)oc2cc3oc4c(c3cc12)CCCC4,0,3,-0.2,1,-6,-3,-0.7,6,107,17
CN(CC(=O)Nc1ccc(F)cc1)C(=O)c1cc(-c2ccco2)nc2ccccc12,-3,3,0.1,-2,-2,-6,-2.5,15,102,7
Cn1c(=O)n(CC(N)=O)c(=O)c2c1nc1n2CCCN1Cc1ccccc1,-3,5,0.0,0,-5,-3,-1.2,6,84,-11
Cc1nnsc1-c1nnc(SCC(=O)c2ccccc2)n1C1CC1,2,-2,0.2,2,0,-3,-1.7,0,97,24
COc1ccc(C(=O)NNC(=O)C2CCN(S(=O)(=O)c3ccc(C)cc3)CC2)cc1,5,-4,0.1,0,-1,-5,0.3,9,100,1
CCOC(=O)C1(CCCc2ccccc2)CCN(C(=O)CCC2=NNC(=O)CC2)CC1,5,8,0.2,-1,10,7,-1.3,7,87,17
O=CN1CCN(c2ncnc3c2nnn3Cc2c(F)cccc2Cl)CC1,-1,5,-0.4,0,-3,-7,-2.4,11,88,2
C[C@@H](NC(=O)[C@@H]1CCCN1C(=O)OC(C)(C)C)c1ccccc1,·,·,-0.1,·,0,-10,·,·,113,·
O=C(NC(=S)N1CCN(C/C=C/c2ccccc2)CC1)c1c(F)cccc1F,-2,4,0.0,1,-4,-3,0.1,6,101,-16
Cc1ccc(S(=O)(=O)NCc2ccc(C(=O)N(C)CCC#N)cc2)cc1,14,18,-0.1,0,-2,-7,-0.8,0,99,1
CC(C)(C)n1c(=O)[nH]c2c(c1=O)CCC2,-4,11,0.0,4,4,-5,-1.6,17,98,1
Cc1ccc(S(=O)(=O)/N=C(/Nc2cccc(O)c2)c2ccccc2)cc1,-12,-3,0.3,-3,-6,-5,-0.9,1,98,-2
CCN(CC)c1ccc(NC(=O)C2CC(=O)N(Cc3ccccc3)C2)cc1 (configuration not stated),-2,-24,0.3,6,-1,-6,-0.5,8,93,4
CCN1C(=O)N[C@@H](c2ccc(Br)cc2)C(C(=O)OC)=C1C,-13,4,0.0,2,-4,-10,1.1,-2,101,-2
COc1cc(NS(=O)(=O)c2cc3c(cc2C)NC(=O)CO3)cc(OC)c1,-1,1,-0.2,0,-4,-6,1.5,8,103,·
COc1ccc(CN(C#N)c2nc(C)cc(C)n2)cc1,6,3,-0.1,-1,0,-5,-1.7,5,101,0
Nc1[nH]n(-c2ccccc2)c(=O)c1N=Nc1ccc2c(c1)OCCO2,-5,-14,-0.3,-16,-1,-6,-0.3,-7,89,11
Cc1c(NC(=O)C(C)N2CC(C)OC(C)C2)c(=O)n(-c2ccccc2)n1C (configuration not stated),-7,4,0.0,3,2,-4,0.9,7,102,5
CCOc1nc(-c2ccccc2)ccc1-c1noc(-c2cccs2)n1,1,-5,-0.2,-1,2,-9,1.6,6,97,-8
O=C(CCNC(=O)c1ccc(Br)cc1)NNC(=O)c1ccccc1,10,0,0.1,1,-2,-4,-1.2,3,100,-4
COc1ccc(NC(=O)CSc2nnc(C)n2C2CC2)cc1S(=O)(=O)N1CCOCC1,-2,8,-0.1,-2,0,-2,-0.7,-4,97,10
COCCN1C(=O)c2ccccc2C1c1nnnn1C(C)C (configuration not stated),·,·,0.8,·,-2,-7,·,·,96,·
COc1ccc(NS(=O)(=O)c2ccc(N/N=C/c3ccc(N4CCOCC4)cc3)c([N+](=O)[O-])c2)cc1,-5,-5,-0.2,-1,7,-2,-0.1,19,103,-3
COc1ccccc1C(=O)OCc1cc(=O)n2ccsc2n1,9,26,-0.2,-3,0,-10,1.1,4,104,0

# Profiles, looked up by structure. Values in the order: Vif imaging, Cardio protect, aDG glyco up, N-glyco inh, HTR2A ag, CaV13 FRET inh, MC4R ag barr, MC4R antagonist, ABCB6 inh MLPCN, PDI turbidity
# COc1cc(NS(=O)(=O)c2cc3c(cc2C)NC(=O)CO3)cc(OC)c1 as listed: -1, 1, -0.2, 0, -4, -6, 1.5, 8, 103, ·
# COc1ccc(CN(C#N)c2nc(C)cc(C)n2)cc1 as listed: 6, 3, -0.1, -1, 0, -5, -1.7, 5, 101, 0

# (continued)
SMILES,Vif imaging,Cardio protect,aDG glyco up,N-glyco inh,HTR2A ag,CaV13 FRET inh,MC4R ag barr,MC4R antagonist,ABCB6 inh MLPCN,PDI turbidity
Cc1cc(=O)[nH]c(SCC(=O)Nc2c(C)n(C)n(-c3ccccc3)c2=O)c1C#N,-2,7,0.1,0,10,-4,-0.4,0,104,-4
COc1ccc(CCNC(=O)C2CCN(C(=O)c3ccc(F)cc3)CC2)cc1OC,0,0,-0.1,1,4,-2,0.4,4,110,-3
Cc1cc(C)cc(C(O)c2ncc(-c3ccc(F)cc3)[nH]2)c1 (configuration not stated),·,-11,0.4,-1,0,·,-1.7,11,101,1
CCOC(=O)C1CCN(CC(C)(C)NS(=O)(=O)c2ccccc2)CC1,-1,0,0.1,0,6,-3,0.2,5,102,1
CC(=O)N1CCN(c2ccc(Oc3ccc([N+](=O)[O-])c(C(F)(F)F)c3)cc2)CC1,-11,-16,2.0,-7,-1,·,1.9,10,92,-1
CN(C)c1ccc(/C=N/NC(=O)c2ccc3c(c2)OCCO3)cc1,-3,-6,0.2,-1,-2,-11,-3.2,-1,105,-7
CCc1nc2ccc(C(=O)N3CCN(c4ccccc4)CC3)cn2c1N(CCC(C)C)CCN(C)C,0,-5,0.5,-2,-3,-4,2.5,3,101,-5
CC(=O)N/N=C(/C)c1ccc(NC(=O)c2csc(C)c2C)cc1,-2,-6,1.0,-5,-2,-3,0.4,1,94,-1
O=C(COc1ccccc1)Nc1cccc(-c2nnc(-c3ccccc3)o2)c1,-4,14,-0.2,1,3,·,2.8,2,101,-8
C=CCNc1oc(-c2ccc(-c3ccccc3)cc2)nc1C#N,-11,35,0.8,3,-3,·,0.0,17,100,-3
CCC(=O)Nc1cc2c(cc1C(C)=O)OCCO2,1,8,-0.1,2,2,-7,-1.3,0,102,3
O=C(NCc1ccc(Cl)cc1)c1cccc(NC(=O)c2ccccc2)c1,1,-6,1.0,11,-4,-15,0.1,14,90,6
CCc1cccc(C)c1NC(=O)CSc1nc2ccncc2[nH]1,4,-7,-0.1,0,5,-5,-1.9,-1,101,-3

# Bioassay records as filed in PubChem BioAssay.
